# From PubChem
# GSK3B inh: inhibitors of human GSK3beta kinase; P49841; GST-GSK3beta kinase, ADP-Glo luminescence, 60 min; stronger effect = lower value; activity score (negative = inhibition), % at 10 µM; 300,000 compounds, 0.038% hits; AID 2097;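 active = more than half of replicate wells score below -50%, meaning over 50% inhibition versus plate controls; inconclusive = some replicates but at most half score below -50%; inactive = no replicate scores below -50%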;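 note: 0% = median DMSO wells and -100% = median GW8510 positive control wells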
# Target sequence (P49841 whole entry, looked up): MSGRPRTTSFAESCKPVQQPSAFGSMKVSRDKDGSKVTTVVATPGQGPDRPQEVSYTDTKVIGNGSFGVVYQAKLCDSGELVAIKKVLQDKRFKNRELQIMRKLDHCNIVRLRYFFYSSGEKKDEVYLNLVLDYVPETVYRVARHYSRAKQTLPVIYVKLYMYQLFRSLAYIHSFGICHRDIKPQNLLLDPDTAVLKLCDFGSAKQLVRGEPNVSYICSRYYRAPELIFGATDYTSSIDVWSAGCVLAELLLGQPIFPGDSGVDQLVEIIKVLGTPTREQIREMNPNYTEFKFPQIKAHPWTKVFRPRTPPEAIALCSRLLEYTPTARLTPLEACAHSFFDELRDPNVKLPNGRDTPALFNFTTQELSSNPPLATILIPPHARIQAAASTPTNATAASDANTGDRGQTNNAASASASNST
#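 Test system: GST-fused GSK3beta enzyme, cell-free | Quantity: 1.6 ng GST-GSK3beta enzyme per well | Reagent: 25 µM ATP with peptide substrate | Schedule: 60 min enzyme reaction, room temperature | Signal: Luminescent ADP-Glo measurement of ADP formed | Read-out basis: Score relative to plate controls | Control set: DMSO and 20 µM GW8510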
# HSF1 inhib: HSF1 inhibition; activity change, negative = inhibition, % at 7.5 µM (by protocol); NIH3T3-HGL HSE-luciferase, MG132-induced, luminescence 8 h; stronger effect = lower value; 300,000 compounds, 0.77% hits; AID 2098;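 active = more than half of replicate wells show activity change below -50%, luminescence cut by over half; inconclusive = some wells, but at most half, below -50%; inactive = no replicate well below -50%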;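 note: luciferase reports HSF-1 transcriptional activity via heat shock element; 0% = median of DMSO wells and -100% = zero luminescence signal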
# HDAC3 inh: inhibitors of human histone deacetylase 3. O15379. recombinant HDAC3, fluorogenic peptide/trypsin coupled, fluorescence. inhibition, % at 8.3 µM. 320,000 compounds, 0.15% hits; in the data active = inhibition above about 26%, passing the limit was not always enough; inconclusive = no clear call, values can overlap the other calls
# Target sequence (O15379 whole entry, looked up): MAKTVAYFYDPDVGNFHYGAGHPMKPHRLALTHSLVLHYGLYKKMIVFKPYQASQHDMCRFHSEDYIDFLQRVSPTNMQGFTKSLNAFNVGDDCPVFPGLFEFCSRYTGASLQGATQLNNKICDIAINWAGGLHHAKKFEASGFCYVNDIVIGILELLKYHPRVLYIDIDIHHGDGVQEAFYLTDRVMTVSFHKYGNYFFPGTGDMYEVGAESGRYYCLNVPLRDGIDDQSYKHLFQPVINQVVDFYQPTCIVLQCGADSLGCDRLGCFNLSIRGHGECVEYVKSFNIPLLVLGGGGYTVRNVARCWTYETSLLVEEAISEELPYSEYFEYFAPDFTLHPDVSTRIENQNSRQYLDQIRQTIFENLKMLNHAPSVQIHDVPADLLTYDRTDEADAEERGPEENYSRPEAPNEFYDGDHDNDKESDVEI
# HSP90 refold inh: inhibitors of HSP90 luciferase refolding in rabbit reticulocyte lysate; luciferase refolding luminescence, 3 h; inhibition, % at 5.6 µM; 290,000 compounds, 0.91% hits; AID 1789;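 active = inhibition above the screen-wide mean plus 3 SD, computed separately per campaign, cut at about 16% in these data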;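 note: 0% = DMSO wells and 100% = 60 µM geldanamycin wells; inhibitors lower the luminescence because luciferase stays unfolded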
# DYRK1A inh: blocks rat Dyrk1A kinase activity. AID 504441. 310,000 compounds, 0.43% hits. inhibition, % at 12.5 µM. ADP-Glo luminescence, NFATc1 peptide. Q63470; in the data active = inhibition above about 50%;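 note: plate controls were vehicle with enzyme for no effect and no enzyme for full effect; many of its hits are not listed in these tables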
# AI-2 QS mod: modulators of Vibrio harveyi AI-2 quorum sensing system; activity change, % at 7.5 µM; Vibrio harveyi JMH597 AI-2 luminescence/OD600 ratio, 9 h; stronger effect = lower value; strain lacks LuxN and CqsS sensors; 0 = neutral-control median; 300,000 compounds, 0.4% hits; AID 2094; in the data active = activity change below about -75%, passing the limit was not always enough; inconclusive = no clear call, values can overlap the other calls;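 note: luminescence divided by OD600 gain over 9 h not by final OD600 alone; inactives centre near 13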
# PolyA inh: yeast polyadenylation inhibition | S. cerevisiae SKY197-pL101 polyadenylation reporter, beta-gal luminescence; efflux-impaired pdr1/pdr3 knockout yeast; score 100 = 6 SD above DMSO | calls only at 12 µM | 300,000 compounds, 0.02% hits | AID 1875;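 active = lowest replicate activity score at least 50, where 100 means six control SD above control mean; inconclusive = lowest score under 50 but half or more replicates reach 50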;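 note: yeast exposed to compound for 9 h at 30 °C; higher score means more reporter readthrough which indicates perturbed polyadenylation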
# GSK3A inh: blocks human GSK-3 alpha kinase; P49840; ADP-Glo luminescence, 60 min; inhibition, % at 10 µM; 320,000 compounds, 0.1% hits;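 in the data active = inhibition above about 50%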;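 note: GST-tagged GSK-3 alpha with peptide substrate and 25 µM ATP; 0% = DMSO neutral wells and 100% = GW8510 positive control wells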
# HSF1 activator: increases HSF-1 driven luciferase reporter signal | 300,000 compounds, 1.7% hits | NIH3T3-HGL HSF-1 luciferase reporter, MG132, 8 h; 100% = twice DMSO control signal | activation, % at 9 µM;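 active = mean replicate activation of at least 50% with a set share of replicates each reaching 50%; inconclusive = only one of those two conditions met; inactive = mean below 50% and too few replicates reaching it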;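 note: 0% = median of the neutral control wells and 100% = twice that signal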
# Platelet DG rel: modulates dense granule release in human platelets | human platelet-rich plasma, SFLLRN dense granule ATP release, luminescence | inhibition, %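 (compounds screened at 7.5 µM in platelet-rich plasma)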 | 300,000 compounds, 0.22% hits;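 active = mean replicate score, as percent of positive control, at or above 50; inconclusive = mean below 50 but at least one replicate at or above 50; inactive = mean and every replicate below 50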
# * marks the source's active call; other numbers are inactive results; i = inactive; u = inconclusive; x = no result given. Only part of the results is shown (hit frequency here may not be typical).
PolyA inh	HSF1 activator	DYRK1A inh	HSF1 inhib	GSK3B inh	HDAC3 inh	GSK3A inh	HSP90 refold inh	Platelet DG rel	AI-2 QS mod	Compound
i	0	-2	-1	0	9	-2	0	15	11	COc1ccc(CCN2C(=O)C3C4CC(C5C(C(N)=O)=NOC45)C3C2=O)cc1OC (stereo not drawn)
i	-5	0	-2	-1	18	-1	11	5	42	COc1ccc(CC2(CO)CCN(S(=O)(=O)c3c(C)nn(C)c3Cl)CC2)cc1
i	-6	x	-4	-3	3	-1	x	6	4	COc1ccc(S(=O)(=O)N2CCCC2CNC(=O)C(=O)Nc2cccc(F)c2)cc1 (stereo not drawn)
i	-14	3	-2	0	-3	0	6	-1	11	COc1ccc2ccccc2c1/C=N/NC(=O)c1cc(C)[nH]n1
i	36	18	-2	-3	-1	7	1	-1	8	CCOC(=O)c1c(CSc2ccccc2)n(C)c2cc(Br)c(O)c(CN(C)C)c12
i	16	-1	2	7	9	-5	7	-1	12	CN1c2ccsc2C(O)=C(C(=S)Nc2ccc(F)c(Cl)c2)S1(=O)=O
i	0	12	-3	0	0	-3	x	-3	21	COCCN(C(=O)CSc1nnc(-c2ccc(C)c(C)c2)o1)c1c(N)n(CC(C)C)c(=O)[nH]c1=O
i	-10	4	-5	-1	-6	-2	3	-4	12	CN(C)CC1CCCCC1OC(=O)c1ccc(Cl)cc1 (stereo not drawn)
i	6	-6	-4	0	5	0	0	-3	6	CCn1cc(CN2CCC(C(=O)Nc3cccc(-c4cccc(OC)c4)c3)CC2)cn1
i	25	-7	8	-2	-6	-1	0	2	11	O=C(NCc1ccc(F)cc1)C1CCCN1C(=O)Nc1ccc(Cl)cc1 (stereo not drawn)
i	2	x	1	1	1	0	-1	7	13	COc1ccc(CCNC(=O)[C@@H](NC(=O)c2ccccc2F)C(C)C)cc1OC
i	2	38	1	-1	4	-3	-6	-5	17	O=C(COC(=O)CCCSc1nc2ccccc2[nH]1)Nc1cccc(F)c1
i	38	x	11	-3	2	-1	2	6	-30	COc1ccccc1CN(C(=O)Cc1cccs1)C(C(=O)NC1CCCC1)c1ccncc1 (stereo not drawn)
i	29	-2	15	-1	0	0	7	10	2	O=C(Nc1ccc2c(c1)C(=O)NC2=O)c1ccc(Cl)s1
i	7	2	4	-2	-1	-2	7	-7	-5	COc1cccc(C(=O)N(CN2CCCC2=O)c2cccc(Cl)c2)c1
i	-2	-6	-3	4	-7	3	-1	-1	23	Clc1ccc(C2=NCCN2)cc1
i	6	-6	-8	1	-12	3	2	7	0	O=C(COC(=O)CNC(=O)c1cccc([N+](=O)[O-])c1)Nc1cccc(S(=O)(=O)N2CCCCC2)c1
i	29	0	10	1	5	1	0	-5	33	CCOC(=O)c1c(NC(=O)C2COc3ccccc3O2)sc2c1CCN(Cc1ccccc1)C2 (stereo not drawn)
i	-16	-1	1	0	3	-1	1	2	18	Cc1nnc(NC(=O)c2ccc(Br)o2)s1
i	6	-7	0	2	2	-1	-2	-12	4	COc1ccc(CNS(=O)(=O)c2cc3c4c(c2)C(C)C(=O)N4CCC3)cc1 (stereo not drawn)
i	3	0	-4	4	-6	0	1	-7	-6	CCOC(=O)N1CCN(S(=O)(=O)c2c(C)cc(C)cc2C)CC1
i	14	-6	-2	11	2	-2	-3	8	17	COc1ccc(NC(=O)C2CCCN(S(=O)(=O)c3c(C)[nH]c(=O)[nH]c3=O)C2)cc1OC (stereo not drawn)
i	20	-3	16	1	-2	1	2	1	-3	Cc1nc(-c2nc(-c3c(C(=O)NN)noc3C)cs2)cs1
i	7	-70	6	2	2	2	1	-4	14	COc1cc(C=C2C(=O)OC(C)(C)OC2=O)cc(Cl)c1OCC(=O)Nc1ccccc1
i	8	5	7	-1	12	0	0	0	18	COc1ccc(OC)c(C(=O)NC(CC(N)=O)c2ccc(NCc3ccc(F)c(F)c3)c([N+](=O)[O-])c2)c1 (stereo not drawn)
i	14	-7	4	1	12	-1	1	-1	23	CCn1c(-c2cc(-c3ccc(C)cc3)nc3ccccc23)n[nH]c1=S
i	14	1	-1	-2	-2	-2	3	1	4	COc1cccc(C(=O)N2CCn3c2nc2ccccc23)c1
i	-10	3	-5	1	-3	2	1	4	24	CCN1/C(=N\N)c2cccc3cccc1c23
i	13	-3	-2	3	6	-17	1	4	13	CN(C)c1cccc(C(=O)OCC(=O)NCc2ccco2)c1
i	20	-3	0	-2	-2	-2	-3	1	12	CSc1ccccc1OCc1cc(C(=O)NC(C)Cn2cncn2)no1 (stereo not drawn)
i	2	x	-4	0	-4	5	0	2	10	CSCCNC(C)=O
i	-9	x	8	-27	14	-2	-1	10	10	CCCCc1c(O)nc(SCC(=O)c2ccccc2)n(-c2ccccc2OC)c1=O
i	1	3	5	-1	9	0	0	-4	14	CNCCCOc1ccc2c(c1)CCC2
i	0	4	-1	0	-3	-1	1	11	23	CCC(C)C1C(C#N)=C(N)OC2=C1C(=O)CC(C)(C)C2 (stereo not drawn)
i	31	17	0	-3	-3	-1	x	-20	11	COc1cccc(CNS(=O)(=O)c2cc3c4c(c2)CCC(=O)N4CCC3)c1
i	0	5	5	4	-6	-2	3	-2	32	Cc1nc2ccccc2n1CCc1nc2c3ccccc3nc(=S)n2[nH]1
i	-7	12	-5	1	1	-3	-2	-7	11	O=C(CSc1nnc(NC(=O)c2ccccc2[N+](=O)[O-])s1)NC1CCCC1
i	-3	x	-1	-5	0	-5	5	-2	30	Cc1nnsc1-c1c(C(=O)N2CCOCC2)c(C)nn1-c1ccccc1
i	14	13	5	-3	-3	-1	4	11	3	O=C(Nc1ccc(F)cc1)c1ccccc1F
i	-3	x	-3	-1	6	-1	3	11	11	CCn1nc(NC(=O)c2ccncc2)c2cc3cccc(C)c3nc21
i	-1	-2	0	2	-3	x	4	6	23	CCC(Cc1ccccc1)NC(=O)C1=C(C)C(=O)OC12CCC(C)CC2 (stereo not drawn)
i	12	4	-1	-1	1	2	5	-8	-1	O=C(CN1C(=O)C2C3CCC(C3)C2C1=O)N1CCN(Cc2ccccc2)CC1 (stereo not drawn)
i	13	4	-8	x	2	4	-3	-2	x	COc1cccc(CC(=O)Nc2ncc(C)s2)c1
i	6	-5	3	0	-2	1	3	4	37	O=C(CSc1nnc(-c2ccccc2)n1-c1ccccc1)NCc1ccco1
i	-3	-2	0	-1	-2	0	3	1	-8	CCn1c(C)nnc1SCC(=O)Nc1ccc(C(C)=O)cc1
i	8	1	-5	2	2	-3	-3	0	8	Cn1cc(S(=O)(=O)NCc2ccc3c(c2)OCO3)c(C(F)(F)F)n1
i	-4	x	-5	0	4	-2	2	8	5	Cc1cc(C)c2c(n1)SCC(=O)N2CC(=O)Nc1ccc(Br)c(C)c1
i	-5	-2	3	0	u	4	2	7	23	CCS(=O)(=O)Nc1ccc(C2=NN(S(=O)(=O)CC)C(c3cccs3)C2)cc1 (stereo not drawn)
i	-5	-47	-2	2	x	0	-2	-1	44	OCCC1CN(Cc2cccn2-c2cccnc2)CCN1Cc1ccc(F)cc1 (stereo not drawn)
i	-7	5	0	0	-3	-1	-1	-1	23	CCOC(=O)C1CCCN(C(=O)Cn2nc(Cc3cccnc3)c3ccccc3c2=O)C1 (stereo not drawn)

# (cont.)
PolyA inh	HSF1 activator	DYRK1A inh	HSF1 inhib	GSK3B inh	HDAC3 inh	GSK3A inh	HSP90 refold inh	Platelet DG rel	AI-2 QS mod	Compound
i	0	-5	0	-1	5	-1	-4	-1	8	CSCCC(NC(=O)c1ccc(Cl)cc1)C(=O)OCC(=O)Nc1cc(Cl)ccc1C (stereo not drawn)
i	u	-8	13	4	-1	-3	1	-4	-6	COc1ccccc1C1CC(c2ccco2)=NN1S(C)(=O)=O (stereo not drawn)
i	10	-1	-2	3	-5	-2	3	5	8	N#Cc1ccc(Oc2cnccn2)cc1
i	-21	-3	-9	5	-9	0	x	-5	12	O=C1NC[C@@H](Cc2ccc(O)cc2)N(CCc2cccc3ccccc23)C1=O
i	-15	10	7	2	-92	3	4	3	16	Cc1cc(=O)oc2cc(OC(=O)c3nn(C(C)C)c(=O)c4ccccc34)ccc12
i	-14	15	-5	-8	3	2	-4	7	30	CCN(CC)c1nc(N)c([N+](=O)[O-])c(NCCO)n1
i	-6	0	-7	1	-2	-4	1	1	37	O=C(c1cc2ccccc2o1)N1CCN(c2cccc(C(F)(F)F)c2)CC1
i	0	7	-8	2	-40	-2	2	2	-6	COc1ccc2c(c1)cc(C(=O)N[C@H](C(=O)N1CCC(C(=O)O)CC1)C(C)C)n2C
i	-9	x	-2	2	11	-2	10	-1	19	CC(=O)c1c(OC(=O)c2ccc(C)cc2)c2ccccc2n1C
i	56*	-1	57	7	5	-8	2	5	69	CC(C)(C)c1ccc(C(=O)CC(Sc2ccc(Cl)cc2)C(=O)O)cc1 (stereo not drawn)
i	33	2	-3	4	0	-3	5	0	24	COc1ccc(C(=O)N/C(=C/c2cccnc2)C(=O)NCc2ccco2)cc1OC
i	-9	7	-14	-12	7	0	3	25	2	O=C(Nc1ccc(Cl)cc1)C1=Cc2cc(Cl)ccc2OC1
i	7	1	8	1	0	-1	-2	0	3	CCCCC(=O)Nc1ccc(N2CCN(S(C)(=O)=O)CC2)cc1
i	-18	1	-1	-2	5	-5	-2	-2	13	O=C(CSc1nnc(Cc2cc(=O)[nH]c(=O)[nH]2)n1-c1ccccc1)N1CCCC1
i	43	9	21	0	6	2	2	9	40	O=c1cc(-c2ccccc2)[nH]n1-c1nc2ccccc2s1
i	-5	-2	-12	1	-5	-4	0	0	27	CC(C)CC(N=C1NC(C)(C)Cc2ccccc21)C(=O)O (stereo not drawn)
i	-21	-2	-4	-5	6	-3	-11	12	22	COc1ccc(C(=O)Nc2cccc(-c3ccc4nncn4n3)c2)cc1OC
i	7	x	-13	-2	-1	-1	0	-7	31	O=C(CS(=O)(=O)c1cn(CC(=O)N2CCOCC2)c2ccccc12)Nc1ccccc1
i	-4	-9	1	2	-1	0	x	-3	13	Cc1ccccc1NC(=O)CSc1nnc2ccc(-c3ccccn3)nn12
i	1	-3	-2	1	3	-3	-1	2	20	O=c1cc(N2CCN(c3ccccc3)CC2)[nH]c(=O)n1Cc1ccc(F)cc1
i	8	3	-4	-3	x	1	2	0	4	CCN1CCN(C(=O)Cn2nc(-c3ccc(Cl)cc3)ccc2=O)CC1
i	8	2	2	1	-1	0	6	6	29	Cc1ccc2c(CC(=O)Nc3ccc(N4CCN(C)CC4)cc3C)coc2c1
